# Screens: PubChem BioAssay, National Center for Advancing Translational Sciences (NCATS)
# L3MBTL1 block: blocks human L3MBTL1; AlphaScreen L3MBTL1–H3K9me1 peptide binding; Potency, µM (series often up to 57.1 µM), for the others: at the highest dose activity, negative = inhibition, most hits filed as inhibitors; Q9Y468; actives 0.66% (n = 230,000); active means well fitted inhibition curve with a large enough effect; inconclusive means small, poorly fitted or top-dose-only effect; inactive means no such curve, though single readings can be large or run the other way; further: nearly all actives have a fitted effect of over 60% in size
# Target sequence (Q9Y468 whole entry, looked up): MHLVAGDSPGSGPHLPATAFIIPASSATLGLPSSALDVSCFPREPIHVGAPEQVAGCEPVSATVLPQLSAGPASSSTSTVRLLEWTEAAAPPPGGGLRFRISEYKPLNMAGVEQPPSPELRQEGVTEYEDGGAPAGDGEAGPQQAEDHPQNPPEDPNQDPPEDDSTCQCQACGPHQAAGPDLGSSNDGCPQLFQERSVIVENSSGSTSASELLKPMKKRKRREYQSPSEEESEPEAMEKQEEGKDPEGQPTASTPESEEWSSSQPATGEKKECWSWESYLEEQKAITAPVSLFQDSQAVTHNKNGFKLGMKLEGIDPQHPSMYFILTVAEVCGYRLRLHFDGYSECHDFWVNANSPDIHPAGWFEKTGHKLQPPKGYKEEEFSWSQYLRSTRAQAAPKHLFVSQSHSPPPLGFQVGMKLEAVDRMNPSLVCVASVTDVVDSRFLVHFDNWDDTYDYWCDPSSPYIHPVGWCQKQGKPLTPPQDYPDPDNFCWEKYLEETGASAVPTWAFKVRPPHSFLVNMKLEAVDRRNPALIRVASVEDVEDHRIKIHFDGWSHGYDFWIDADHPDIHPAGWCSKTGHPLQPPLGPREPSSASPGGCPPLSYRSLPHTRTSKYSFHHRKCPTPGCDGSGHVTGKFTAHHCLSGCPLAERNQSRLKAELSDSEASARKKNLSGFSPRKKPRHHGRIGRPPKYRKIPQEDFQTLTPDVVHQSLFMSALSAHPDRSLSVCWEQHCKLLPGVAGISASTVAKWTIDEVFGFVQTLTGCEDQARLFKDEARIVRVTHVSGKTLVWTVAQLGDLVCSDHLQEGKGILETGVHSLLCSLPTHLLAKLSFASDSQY
#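 Displacement of a biotinylated histone H3(1-15) peptide monomethylated at Lys9 (75 nM) from L3MBTL1 (50 nM) was measured by AlphaScreen after a 30 min room-temperature compound incubation; cefsulodin titration served as intraplate control.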
# Numbers without * were called inactive; ? = inconclusive; [ ] = dose if it differs, or a comment. On the % scale 0 is the no-effect control and ±100 the full control effect; potency means the concentration at half of the fitted maximal effect.
canonical_smiles	L3MBTL1 block
O=C(CN1CCN(S(=O)(=O)c2ccc(F)c(Cl)c2)CC1)N1CCOCC1	5%
Cc1cc(C)cc(OCC(=O)OCC(=O)Nc2cc(S(=O)(=O)N3CCOCC3)ccc2Cl)c1	7%
COCCN(C(=O)COC(=O)c1ccco1)c1c(N)n(Cc2ccccc2)c(=O)[nH]c1=O	1%
CCCCN1C(=N)N([C@@H](C)CN2CCC[C@H]2CN2C(N)=NC[C@@H]2Cc2ccccc2)C[C@H]1[C@H](C)CC	0%
COc1ccc(CNC(=O)COC(=O)[C@H](Cc2ccccc2)NC(=O)c2cccs2)cc1	-1%
COc1cc2cnc(-c3cccnc3)cc2cc1OC	-6%
O=C(OCCN1C(=O)c2ccccc2C1=O)[C@@H]1CC(O)CN1S(=O)(=O)c1ccccc1[N+](=O)[O-] (stereo partly drawn)	4%
O=C(COc1ccc(F)cc1Cl)Nc1ccc(N2CCOCC2)cc1N1CCOCC1	-10%
CCN(CC)C(=O)c1[nH]cnc1C(=O)Nc1ccon1	4%
COc1ccc2[nH]c3c(c2c1)CCN1C(=O)C(CC(=O)NCCCN(C)C)C[C@H](C(=O)N(C(C)C)C(C)C)[C@@]31C (stereo partly drawn)	-6%
COc1cccc(/C=N/NC(=O)c2ccc(-n3cnnn3)cc2)c1	-8%
Cc1ccccc1CC(=O)Nc1ccon1	0%
COc1ccc(OCC(O)CN2CCCC2)cc1 (stereo not drawn)	-11%
O=C(N/N=C/c1ccsc1)c1ccc2c(c1)OCO2	-2%
COC(=O)[C@@]1(Cc2ccccc2)[C@H]2C(=O)N(C)C(=O)[C@H]2[C@H]2CN=C(SCc3ccc(C#N)cc3)N21	11%
Cc1cccc(COc2ccc(/C=C3/C(=O)N(C)C(=S)N3C)cc2)c1	-2%[2.29 µM]
CC(Sc1nc2ccccc2c(=O)n1CC1CCCO1)C(=O)N(C)c1ccccc1 (stereo not drawn)	7%
CCOC(=O)N1C(=O)[C@](CC)(c2ccccc2)N1C(=O)OCC	20%
COc1ccccc1CNC(=O)c1cc(-c2ccccc2)nn1Cc1cc(C)no1	8%
Cc1cc(C)nc(SCc2ccc(Br)cc2)n1	-1%[2.29 µM]
CCCCn1c(N)c(N(CCOC)C(=O)C2CCN(c3ncnc4sc(C)c(C)c34)CC2)c(=O)[nH]c1=O	0%
O=C(CCc1nc2ccccc2c(=O)[nH]1)Nc1nnc(SCc2ccccc2)s1	-1%
CC(=O)N1Cc2ccccc2CC1C(=O)OCC(=O)c1c(N)n(C)c(=O)n(C)c1=O (stereo not drawn)	4%
CCOc1ccc(C2Nc3ccccc3NC3=C2C(=O)CC(C)(C)C3)cc1OC (stereo not drawn)	-7%
CCOC(=O)C1CCN(C(=O)COC(=O)C2CCN(S(=O)(=O)c3ccc(C)c(C)c3)CC2)CC1	-10%
CN(CC(=O)Nc1ccccc1C(=O)NC1CC1)Cc1ccco1	4%
COc1ccc(NC(=O)c2cc(-c3ccc(C)cc3)on2)cc1	-7%[2.29 µM]
O=C1C2C3C=CC(CC3)C2C(=O)N1c1cccc(Br)c1 (stereo not drawn)	56%[activator]
COc1cccc(NC(=O)CN(C)C(=O)COc2cc(C)ccc2Cl)c1	6%
CC(SCC(=O)Nc1ccccc1Br)c1nc2ccccc2c(=O)[nH]1 (stereo not drawn)	-6%
CCOc1ccccc1N(CC(=O)Nc1ccc(OC)cc1)S(=O)(=O)c1ccccc1	-11%
O=C(c1ccc([N+](=O)[O-])o1)N1CCN(c2nc3ccc(F)cc3s2)CC1	6%
COc1ccc(C)cc1S(=O)(=O)NCC(c1ccc2c(c1)OCO2)N1CCN(C)CC1 (stereo not drawn)	-6%
O=C1COc2cc(ccc2[N+](=O)[O-])Oc2ccc(cc2Cl)C(=O)CCCCO1	2%
Cc1ccc(NC(=O)C2CCN(S(C)(=O)=O)CC2)cc1Cl	2%
c1ccc(Cn2cc(-c3ccccc3)cn2)cc1	75%[activator]
C=CCOc1ccc(/C=C/C(=O)OCC(=O)NCC2CCCO2)cc1 (stereo not drawn)	4%
COc1ccccc1C(=O)NC(=O)COC(=O)C1CC1C (stereo not drawn)	-6%
CC(C)(C)OC(=O)C[C@@H]1C/C=C\C[C@H](CC(=O)N(CCO)Cc2ccccc2)C(=O)N[C@@H](c2ccccc2)COC1=O	3%
CCCCCCCCC(NC(=O)c1ccc(C#N)cc1)C(=O)NCCC (stereo not drawn)	5%
CN(CC(=O)Nc1ccccc1Br)CC(=O)NC(c1ccccc1)c1ccccc1	5%
CC(=O)Nc1cccc(NC(=O)C(=O)Nc2ccc3c(c2)N(C(=O)C2CC2)CCC3)c1	10%
CCc1cc(C(=O)Nc2nc(-c3ccccn3)cs2)sc1C	-5%
COc1ccc(S(=O)(=O)N2CCN(CC(O)CN3CCOCC3)CC2)cc1 (stereo not drawn)	2%
Cc1cccc(OCC(=O)OCC(=O)N2CCCc3ccccc32)c1C	12%
O=C(COC(=O)CNC(=O)c1ccc(Cl)cc1Cl)NC(=O)NC1CCCCC1	15%
C=CC[C@@H](CC(=O)N(CCO)Cc1ccccc1)C(=O)NC[C@H](OC(=O)[C@@H](CC=C)CC(=O)OC(C)(C)C)c1ccccc1	-6%
O=C(COc1cccc(Br)c1)Nc1ccc(N2CCOCC2)cc1N1CCOCC1	-2%
CCOc1cc(C(=O)Nc2ccc(C)cc2O)ccc1OCC(=O)N1CCOCC1	-16%
Cc1cccc(NC(=O)C(C)Sc2nc3nc(C)cc(C)n3n2)c1 (stereo not drawn)	7%
CCCCN(C(=O)C1CCCO1)c1c(N)n(CC(C)C)c(=O)[nH]c1=O (stereo not drawn)	15%
O=C(CNS(=O)(=O)c1cccc(C(F)(F)F)c1)NC1CCCCCC1	5%
CC(OC(=O)C1CC(=O)N(Cc2ccco2)C1)C(=O)Nc1ccccc1[N+](=O)[O-] (stereo not drawn)	6%
COc1ccccc1C(=O)OCC(=O)NC(=O)NC1CCCCC1	5%
COc1ccc(C(=O)COC(=O)CCNS(=O)(=O)c2ccccc2)c(OC)c1	?
CCc1ccccc1NS(=O)(=O)c1cc2c(cc1C)n(C)c(=O)c(=O)n2C	1%
O=S1(=O)CCOC[C@H](CC2CCCCC2)N1Cc1cccc(F)c1	35%[activator]
Cc1ccc(NC(=O)COC(=O)CNC(=O)c2ccc(Cl)cc2Cl)cc1S(=O)(=O)N1CCOCC1	24%
CC(=O)Nc1ccc(S(=O)(=O)NNc2ccc([N+](=O)[O-])cc2)cc1	-3%
O=C(C[C@H]1C/C=C\CC[C@H](Cc2ccc(F)cc2)C(=O)OC[C@H]2CCCN2C1=O)NCCO	5%

# New compounds follow
canonical_smiles	L3MBTL1 block
COc1cc(NC(=O)CSc2nc3[nH]c(=O)cc(O)c3s2)cc(OC)c1OC	1%
O=C1CN(C(=O)COC(=O)c2ccccc2Br)c2ccccc2N1	-8%
COc1ccc2cc(Br)ccc2c1CC(=O)N1CCCC1	-10%
CC(C)C(NC(=O)CCN1C(=O)c2ccccc2C1=O)c1ccccc1 (stereo not drawn)	3%
Cc1cccc(C(=O)Nc2nnc(S(=O)(=O)N3CCCCCC3)s2)c1	-1%
COc1cccc(NC(=O)C2=COCCO2)c1	?
COc1cccc(NC2=C(NCCO)C(=O)c3ccccc3C2=O)c1	1%[2.29 µM]
COc1ccc(NC(C)=O)cc1NC(=O)c1cccc(S(=O)(=O)N2CCc3ccccc32)c1	0%
O=C1CCCN1C(=O)COc1ccc([N+](=O)[O-])cc1	13%
COc1ccc(CN2CCN(c3ncccn3)CC2)c(C)c1C	8%
CCN1CCN(c2ccc(S(=O)(=O)N3CCOCC3)cc2NC(=O)c2cccc([N+](=O)[O-])c2)CC1	-2%
N#Cc1ccccc1NS(=O)(=O)c1cc2c3c(c1)CCC(=O)N3CCC2	7%
O=C(Nc1ccccc1)C1C(c2ccccc2)C1(Cl)Cl (stereo not drawn)	-6%
CCCCN(C(=O)C1CC(=O)N(c2ccc(CC)cc2)C1)c1c(N)n(CCC)c(=O)[nH]c1=O (stereo not drawn)	-5%
C=CCN1C(=O)c2ccc(C(=O)N(CC)CC(=O)Nc3ccc(OC)cc3)cc2C1=O	1%
COc1ccc(Br)cc1CNC(=O)c1ccc2c(c1)N(C)CCS2	-12%
CCOc1ncccc1C(=O)OCC(=O)Nc1ccc(Cl)cn1	3%
Cc1cc([N+](=O)[O-])nn1CC(=O)NC(C)c1ccccc1 (stereo not drawn)	1%
COC(=O)[C@]1(Cc2ccccc2)N[C@H](CN(C)C(=O)Nc2ccc(C(F)(F)F)cc2)[C@@H]2C(=O)N(C)C(=O)[C@@H]21	11%
O=C(NCC(c1ccco1)N1CCc2ccccc2C1)c1cccc(Br)c1 (stereo not drawn)	4%
CCOC(=O)CNC(=O)C1c2ccccc2Oc2ccccc21	0%
CC(=O)NCCSc1ccc(S(=O)(=O)N2CCCC2)cn1	4%
COc1cc(OC)c(OC)cc1CN1CCN(C(=O)c2cccc3ccccc23)CC1	-9%
Cc1ccc(CNC(=O)c2cc(C3CC3)nc3c2cnn3C(C)C)cc1	9%
CCN(CC)C(=O)c1ccc(-c2nnc(Nc3ccc(C(=O)N(C)C)cc3)c3ccccc23)cc1	5%
Cc1cc(Cl)ccc1OCc1nnc(-c2ccccc2C)o1	9%
COc1ccc(NC(=O)N(C)C[C@H]2Oc3ccc(NS(=O)(=O)c4c(C)noc4C)cc3C(=O)N([C@H](C)CO)C[C@@H]2C)cc1	3%
CCN(Cc1ccccc1)C(=O)c1cccnc1	2%
CCOC(=O)[C@H]1[C@H]2COc3ccc(Br)cc3[C@H]2N2C(=O)CNC(=O)[C@@]12C	-4%
Cc1cc(C)c[n+](C(C)C(=O)c2ccc(Cl)cc2)c1 (stereo not drawn)	4%
COc1ccc(NC(=O)c2cnn(-c3ccccc3)c2C)c(OC)c1	-4%
Nc1c(Cl)cc(C2=NCCn3nc4ccccc4c32)cc1Cl	?
CCOc1ccc(S(=O)(=O)N2CCN(C(=O)c3cc(S(=O)(=O)N4CCOCC4)ccc3C)CC2)cc1	-4%
COc1ccc(CN(C)C(=O)c2ccccc2OCc2c(C)noc2C)c(OC)c1	-2%
O=C(CNC(=O)c1ccc(OC(F)F)cc1)Nc1cccc(S(=O)(=O)N2CCCC2)c1	-11%
CC/C=C(/NC(C)=O)c1ccccc1	6%
CN(Cc1ccccc1)C(=O)COC(=O)c1ccc(Br)o1	2%
CCOc1ccc(S(=O)(=O)N2CCN(C(=O)CN3C(=O)NC(C)(C)C3=O)CC2)cc1	3%
CCCCn1c(N)c(N(CCC(C)C)C(=O)COC(=O)c2cccnc2SC)c(=O)[nH]c1=O	-1%
CN(C)S(=O)(=O)c1ccc(N2CCCC2)c(C(=O)N2CCN(S(=O)(=O)c3cccc(F)c3)CC2)c1	1%
CCCCNC(=O)N(O)C1N(/N=C/c2ccco2)C(=S)SC1(C)C (stereo not drawn)	3%
Cc1ccccc1C(=O)NNC(=O)c1cccc(Br)c1	-1%[2.29 µM]
CC1CCN(C(=O)COC(=O)c2c[nH]c3ccccc23)CC1	2%
O=C(Cn1c(=O)oc2ccccc21)Nc1ccc(Cl)cc1	4%
COc1ccc(S(=O)(=O)N2CCOC23CCN(S(C)(=O)=O)CC3)cc1	1%
Cc1ccc2nc(SCC(=O)Nc3oc(C)c4c(C)n[nH]c(=O)c34)[nH]c2c1	-5%
Cn1c(=O)c(=O)n(C)c2cc([N+](=O)[O-])c(N3CCOCC3)cc21	6%
CCN(C[C@H]1N[C@@](C)(C(=O)OC)[C@H]2C(=O)N(C)C(=O)[C@@H]12)C(=O)Nc1ccc(F)cc1	3%
CN1CC(=O)N(CC(=O)Nc2cccc3ccccc23)C1=O	1%
CCOc1ccccc1NC(=O)CN1CCCCCC1	7%
O=C1CN(C(=O)COC(=O)c2cccc(Br)c2)c2ccccc2N1	-3%
NC(=O)CC(CC(=O)OCc1ccccc1)c1ccccc1 (stereo not drawn)	0%[2.29 µM]
Cc1cc(C)c(C)c(S(=O)(=O)N2CCN(C(=O)c3ccc4c(=O)n5c(nc4c3)CCC5)CC2)c1C	-4%
COc1ccc2sc(-c3ccc(S(C)(=O)=O)cc3)c(-c3ccc4c(c3)OCCO4)c2c1	1%
Cc1cc2ccccc2cc1CN1CCCCC1	2%
COc1ccc(Cl)cc1C(=O)Nn1cnnc1	-4%
COc1ccc(CNC(=O)c2cccc(S(=O)(=O)N3CCCCC3)c2)cc1OC	-3%
O=[N+]([O-])c1ccc(N2CCc3ccccc3C2)cc1	-5%

# These rows are one share of the data; the hit share may differ from the screen's.
